EPAC2 ag: EPAC2 (human) agonism; EPAC2 activation, biochemical qHTS; response scale: 100% = 6.5 mM cAMP response; Potency, µM (series often up to 154 µM), for inactives: at the highest dose activation, most hits filed as activators; hit rate 0.079% among 360,000; AID 720711; note: potency is the fitted concentration of half-maximal effect; nearly all actives have a fitted effect of over 50% in size
Target sequence (Q8WZA2 whole entry, looked up): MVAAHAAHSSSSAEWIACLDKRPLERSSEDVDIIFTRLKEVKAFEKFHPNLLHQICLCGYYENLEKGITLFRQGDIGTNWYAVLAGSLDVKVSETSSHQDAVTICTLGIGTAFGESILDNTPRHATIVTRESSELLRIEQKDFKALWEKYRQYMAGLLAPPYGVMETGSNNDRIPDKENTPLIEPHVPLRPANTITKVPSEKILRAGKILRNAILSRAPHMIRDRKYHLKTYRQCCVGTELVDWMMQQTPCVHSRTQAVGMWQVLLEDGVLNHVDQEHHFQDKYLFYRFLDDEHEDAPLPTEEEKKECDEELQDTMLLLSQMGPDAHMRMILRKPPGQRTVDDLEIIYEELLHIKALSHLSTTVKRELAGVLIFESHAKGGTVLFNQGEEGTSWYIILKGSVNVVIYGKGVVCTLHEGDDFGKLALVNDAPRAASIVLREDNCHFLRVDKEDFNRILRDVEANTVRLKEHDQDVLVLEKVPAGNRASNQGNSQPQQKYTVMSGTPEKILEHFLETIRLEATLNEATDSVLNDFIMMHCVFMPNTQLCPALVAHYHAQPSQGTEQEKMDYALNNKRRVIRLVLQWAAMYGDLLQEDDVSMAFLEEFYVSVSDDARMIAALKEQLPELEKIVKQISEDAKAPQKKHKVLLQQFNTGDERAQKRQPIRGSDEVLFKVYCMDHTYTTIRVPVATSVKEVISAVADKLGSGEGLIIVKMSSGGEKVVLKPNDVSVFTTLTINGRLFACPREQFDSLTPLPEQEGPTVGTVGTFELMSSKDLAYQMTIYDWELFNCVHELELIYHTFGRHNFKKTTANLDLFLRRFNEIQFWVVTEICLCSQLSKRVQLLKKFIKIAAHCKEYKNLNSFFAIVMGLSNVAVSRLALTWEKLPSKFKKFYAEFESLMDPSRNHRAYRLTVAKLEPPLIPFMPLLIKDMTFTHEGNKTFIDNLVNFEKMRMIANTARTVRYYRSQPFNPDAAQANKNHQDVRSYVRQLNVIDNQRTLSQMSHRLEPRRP
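Compounds were added across a concentration range to EPAC2 (100 nM), RAP1B-BODIPY-GDP (250 nM) and GDP (50 uM). After 5 min at room temperature, fluorescence was recorded at 5-min intervals for 30 min.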
Nrf2 inh: inhibitors of Nrf2 signaling; Potency, µM (titrated, usually from 46 µM), for the others: at the top dose activity change, negative = inhibition, usual class: inhibitors; hit rate 2.1% among 360,000; A549 ARE-Fluc reporter, luciferase luminescence, 18-24 h; note: potency is the fitted concentration of half-maximal effect; % is set by controls: 0 for no effect and ±100 for the full control effect; nearly all actives have a fitted effect of over 60% in size
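Nrf2 activity is the BugLite luminescence, read 15 min after reagent at room temperature, following CellTiter-Fluor cytotoxicity readout (30 min, 37C). Compound titrations were applied for 18-24 h to 5000 A549 ARE_Fluc cells/well in 5% FBS OPTI-MEM.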
Nrf2 ARE act: activates Nrf2 signaling; Potency, µM (series often up to 46.1 µM), for inactives: top-dose activation, usual class: activators; AID 624171; AREc32 ARE-luciferase reporter (MCF7-derived line), luminescence, 24 h; hit rate 0.31% among 410,000; note: potency is the fitted concentration of half-maximal effect; % of control where 0% means no effect; nearly all actives have a fitted effect of over 65% in size
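Reporter line AREc32 (ARE-Fluc), seeded overnight in OPTI-MEM with 5% FBS; compound pin-transferred, 24 hr at 37 deg C, 5% CO2; luminescent read-out.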
IL-2 act: IL-2 activation. IL-2 activation reporter assay, cell-based qHTS; stimulated with anti-CD3/CD4/CD28 beads; in transgenic mouse T cells. activation, % (series mostly up to about 46 µM). hit rate 0.065% among 360,000; in the data active = activation above about 50%; inconclusive = mostly about 30% to 49%; note: 0% is about no effect
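Quantitative HTS in unstimulated transgenic mouse T cells, with memory T cells as non-tolerant control and PMA/ionomycin as tolerance-bypass control. Compound pretreatment lasted 60 minutes before 18 h bead stimulation; EGFP/DsRed fluorescence read.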
HepG2 viability: counter-screen for TGF-b inhibitors: cytotoxicity in HepG2 cells. HepG2 CAGA-GFP viability, ATP luminescence, 18 h. Potency, µM (titrated, usually from 46.1 µM), for inactives: at the top dose activity change, negative = cytotoxicity, hits mostly cytotoxic. hit rate 0.76% among 410,000. AID 588856; note: potency is the fitted concentration of half-maximal effect; some results filed as inactive show a strong effect at the top dose
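CellTiter-Glo luminescence gave cytotoxicity after 18 hours at 37 degrees C. The cells were HepG2 CAGA-GFP in 1% FBS DMEM, stimulated with 500 pg/mL TGF-beta after compound addition. %Activity was normalised to no-cell wells (complete cell-killing) and DMSO (no toxicity), and curves were fitted and classified.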
ATXN2 expr inh: reduces ATXN2 reporter expression in HEK-293 cells. HEK-293 ATXN2-luciferase reporter, luminescence, 24 h. Potency, µM (series often up to 57 µM), without a hit: at the top dose activity change, negative = inhibition, hits mostly inhibitors. hit rate 0.72% among 360,000; note: potency is the fitted concentration of half-maximal effect; % is set by controls: 0 for no effect and ±100 for the full control effect; nearly all actives have a fitted effect of over 55% in size
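ATXN2-luciferase reporter cells (luciferase flanked by upstream and downstream ATXN2 gene portions) were treated 24 h at 37 °C with compounds at up to 57 uM. SteadyGlo luminescence gave expression; GF-AFC fluorescence gave viability.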
TGFb SMAD3 inh: blocks TGF-b signaling | HepG2 CAGA-GFP TGF-b/SMAD3 reporter, GFP fluorescence, 18 h; TGF-beta stimulated, 500 pg/mL final | Potency, µM (titrated, usually from 46.1 µM), for inactives: at the top dose activity, negative = inhibition, hits mostly inhibitors | hit rate 1.2% among 410,000; note: potency is the fitted concentration of half-maximal effect; % is set by controls: 0 for no effect and ±100 for the full control effect; nearly all actives have a fitted effect of over 65% in size
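Inhibition of TGF-beta-driven CAGA-GFP reporter expression in HEPG2 cells is measured by cellular GFP fluorescence after 18 h stimulation with 500 pg/mL recombinant TGF-beta in 1% FBS medium at 37 degrees C.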
A549 tox: kills or reduces viability of A549 cells in Nrf2 counter-screen; hit rate 0.16% among 390,000; Potency, µM (titrated, usually from 46 µM), without a hit: top-dose activity change, negative = cytotoxicity, usual class: inhibitors; A549 ARE-Fluc cells, CellTiter-Fluor viability, 18-24 h; AID 504648; note: potency is the fitted concentration of half-maximal effect; % is set by controls: 0 for no effect and ±100 for the full control effect
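A549 ARE_Fluc cells in 5% FBS OPTI-MEM were exposed to compounds in concentration-response for 18-24 h at 37 deg C. Viability was read by CellTiter-Fluor fluorescence (Ex 405/Em 525) after 30 min, before the luciferase read.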
S2 tox: reduces viability in counter-screen for ATXN expression inhibitors | Potency, µM (doses to about 56.7 µM), most hits filed as cytotoxic | S2 cells (HEK-293 line with an ATXN2-luciferase reporter) viability, CellTiter-Fluor protease fluorescence, 24 h | AID 651635 | hit rate 0.49% among 400,000; note: potency is the fitted concentration of half-maximal effect; nearly all actives have a fitted effect of over 40% in size
* hit, by the source's call; i = inactive; ? = inconclusive; / = not tested or not shown; [ ] = dose if it differs, or a comment. Unless noted, calls come from the whole dose curve; as a rule, active = well fitted curve in the direction sought with a large enough effect; inconclusive = small, poorly fitted or top-dose-only effect, or another doubt; inactive = no such curve, though single readings can be large; an effect the other way counts as inactive or inconclusive. The order is random; any-hit rate near 4.3%.

SMILES | EPAC2 ag | Nrf2 inh | Nrf2 ARE act | IL-2 act | HepG2 viability | ATXN2 expr inh | TGFb SMAD3 inh | A549 tox | S2 tox
C#CCNC(=O)C1=C[C@H](C2CCCCC2)C[C@H](OCc2ccc(CO)cc2)O1 | 7% | 6% | 5.6% | 0.3 | -17% | 15% | 2% | -7% | ?
Cc1cc2nc(C3CCCN(C(=O)NCc4ccccc4)C3)[nH]c2cc1C (stereo not drawn) | 5% | 27% | 2.5% | -0.1 | -1% | 13% | 0% | -12% | ?
C=CCn1c(SCc2c(C)noc2C)nnc1C1COc2ccccc2O1 (stereo not drawn) | 9% | -10% | -0.4% | 1.2 | 3% | -22% | -7% | 2% | i
COc1cccc(C(=O)NC(=O)Nc2cc(C)[nH]n2)c1 | 1% | ? | -0.7% | 0.3 | 20% | -15% | -21% | -14% | ?
CC(=O)N1CCC(N(Cc2ccco2)C(=O)Nc2ccc(Br)cc2F)CC1 | / | 25% | 2.8% | / | -7% | 4% | 0% | -3% | i
COc1cccc(CN2CCN(C(=O)C3CCC(=O)N(C4CCCC4)C3)CC2)c1 (stereo not drawn) | 4% | 5% | -0.3% | -3.2 | 6% | 15% | 7% | 3% | i
CC(=O)NS(=O)(=O)c1ccc(NC(=O)COc2cccc3c2OC(C)(C)C3)cc1 | 0% | -7% | -1.3% | -3.7 | 9% | 1% | 28% | 0% | i
CCc1nc2c(OCc3cccc(Cl)c3)cccn2c1N(C)C(=O)C1CC1 | 12% | / | 3.3% | -0.8 | -19% | 0% | 1% | / | i
Cn1c(=O)n(Cc2ccc(Cl)cc2)c2ccccc21 | 0% | ? | -0.5% | 2.9 | -1% | -13% | -2% | 11% | i
Cc1cc(C)c(NC(=O)c2cn3c4c(c(N5CCN(C)CC5)c(F)cc4c2=O)OCC3C)c(C)c1 (stereo not drawn) | 2% | 7% | 0.5% | -0.8 | 1% | -38% | -10% | 15% | ?
Cc1cc2c(cc1S(=O)(=O)N1CCN(c3cccc(C(F)(F)F)c3)CC1)OCC(=O)N2 | -13% | -5% | -0.6% | -3.2 | -19% | -22% | -4% | -4% | i
COCC(=O)N(C)c1nnc(-c2cnccn2)s1 | 2% | -16% | -0.7% | 1.3 | 0% | -2% | -3% | -13% | i
CC(CC(=O)OCC(=O)Nc1ccc2[nH]c(=O)[nH]c2c1)c1ccccc1 (stereo not drawn) | -5% | 1% | -0.7% | 1.0 | -38% | 6% | -12% | -1% | i
CCn1c(CC(=O)Nc2ccc(C)cc2)nnc1SCC(=O)N1CCN(c2ccccc2)CC1 | 9% | -3% | 0.3% | -2.7 | -5% | -33% | -6% | -3% | i
CC1(C(=O)NS(=O)(=O)c2cccc(F)c2)CCN1C(=O)c1ccccc1CCc1ccccc1 (stereo not drawn) | -4% | / | 0.1% | 0.5 | -1% | -10% | 9% | / | i

Next section; the last 2 above are carried over.
SMILES | EPAC2 ag | Nrf2 inh | Nrf2 ARE act | IL-2 act | HepG2 viability | ATXN2 expr inh | TGFb SMAD3 inh | A549 tox | S2 tox
CCn1c(CC(=O)Nc2ccc(C)cc2)nnc1SCC(=O)N1CCN(c2ccccc2)CC1 | 9% | -3% | 0.3% | -2.7 | -5% | -33% | -6% | -3% | i
CC1(C(=O)NS(=O)(=O)c2cccc(F)c2)CCN1C(=O)c1ccccc1CCc1ccccc1 (stereo not drawn) | -4% | / | 0.1% | 0.5 | -1% | -10% | 9% | / | i
COc1cccc(C2CC(=O)Nc3cc(C)c(C)cc32)c1 (stereo not drawn) | 11% | / | -0.3% | -1.8 | -27% | / | -17% | / | i
Cc1cccc(N2CCN(C(=O)C3CCC(CNS(=O)(=O)c4ccc(Br)s4)CC3)CC2)c1C (stereo not drawn) | / | ? | 0.3% | / | 0% | -6% | 1% | 0% | i
COc1ccc(CCNC(=O)CCN2C(=O)[C@@H]3Cc4ccccc4CN3C2=O)cc1OC | 9% | -5% | 0.1% | 0.7 | -13% | / | 1% | -3% | i
CCOc1ccc(NC(=O)COc2ccc(C(=O)NCc3cccnc3)cc2OC)cc1 | -3% | -20% | -0.2% | -3.7 | -4% | 8% | -29% | -4% | i
O=C1C2C3C=CC(C4CC34)C2C(=O)N1Cc1ccccc1 (stereo not drawn) | 8% | 1% | -0.4% | 1.0 | 17% | -3% | 6% | 4% | i
COc1ccc(S(=O)(=O)CCC(=O)N2CCN(c3cccc(Cl)c3)CC2)cc1 | 6% | 7% | -0.3% | -4.7 | 5% | -21% | -21% | 0% | i
Cn1c(=O)n(C)c2cc(NS(C)(=O)=O)ccc21 | 3% | 6% | 2.8% | 0.6 | -9% | 5% | -5% | -3% | i
CCOc1cc(C(=O)NCc2ccccc2)ccc1OCC(=O)N1CCCCC1 | 5% | ? | 0.0% | 0.7 | 3% | / | -11% | 10% | i
Cn1cccc1/C=N/NC(=O)c1cccc(OC(F)(F)C(F)F)c1 | 10% | ? | -0.7% | -3.6 | 3% | 13% | 25% | 1% | i
CC(NC(=O)C(=O)NCC1CCCO1)c1ccccc1 (stereo not drawn) | 10% | 20% | 0.1% | -3.1 | 1% | -9% | 2% | 2% | i
Cc1cccc(NCc2ccc([N+](=O)[O-])s2)c1 | 1% | 0% | 11% | -0.5 | -2% | -20% | -1% | -8% | ?
CNCc1ccccc1OCC(=O)Nc1ccccc1OC | 6% | 19% | 6.8% | 2.0 | -18% | 3% | 6% | 6% | i
Cc1cc(Cl)cc(Br)c1OCCCN1C(=O)NC(C)(C)C1=O | 6% | -21% | 0.1% | -1.9 | -16% | 4% | 1% | -5% | i
CCc1nc2cccnc2n1-c1ccc(CC(=O)Nc2ccccc2Cl)cc1 | / | ? | 3.8% | / | -27% | / | ? | 16% | /
CCOc1ccc(C(c2c(O)nc(SC)[nH]c2=O)c2c(O)nc(SC)[nH]c2=O)cc1 | 8% | -9% | 3.9% | 0.8 | 20% | / | 6% | 6% | i

Five of the compounds above, in CSV form.
compound,EPAC2 ag,Nrf2 inh,Nrf2 ARE act,IL-2 act,HepG2 viability,ATXN2 expr inh,TGFb SMAD3 inh,A549 tox,S2 tox
O=C1C2C3C=CC(C4CC34)C2C(=O)N1Cc1ccccc1 (stereo not drawn),8%,1%,-0.4%,1.0,17%,-3%,6%,4%,i
COc1ccc(CCNC(=O)CCN2C(=O)[C@@H]3Cc4ccccc4CN3C2=O)cc1OC,9%,-5%,0.1%,0.7,-13%,/,1%,-3%,i
Cn1cccc1/C=N/NC(=O)c1cccc(OC(F)(F)C(F)F)c1,10%,?,-0.7%,-3.6,3%,13%,25%,1%,i
COc1ccc(S(=O)(=O)CCC(=O)N2CCN(c3cccc(Cl)c3)CC2)cc1,6%,7%,-0.3%,-4.7,5%,-21%,-21%,0%,i
CCOc1ccc(NC(=O)COc2ccc(C(=O)NCc3cccnc3)cc2OC)cc1,-3%,-20%,-0.2%,-3.7,-4%,8%,-29%,-4%,i

Further results.
SMILES | EPAC2 ag | Nrf2 inh | Nrf2 ARE act | IL-2 act | HepG2 viability | ATXN2 expr inh | TGFb SMAD3 inh | A549 tox | S2 tox
Cc1ccc(OCCNC(=O)c2cc(=O)[nH]c3ccccc23)cc1 | 5% | ? | 0.2% | 0.6 | -6% | / | 20% | 0% | ?
CN1C2C=C3C(C#N)=C(N)C(C#N)(C#N)[C@@H](c4cccc(F)c4)[C@@H]3C1CC2 (stereo partly drawn) | 3% | / | 0.5% | 0.4 | -7% | 3% | 6% | 12% | i
CC(NCc1ccccc1Cl)C(=O)Nc1ccc(S(=O)(=O)N2CCCC2)cc1 (stereo not drawn) | 0% | -21% | 0.2% | -0.8 | -1% | 7% | 8% | 1% | i
Cc1cc(OCC(=O)N(Cc2ccco2)c2c(N)n(Cc3ccccc3)c(=O)[nH]c2=O)ccc1Cl | 4% | -21% | -0.1% | 0.1 | -33% | / | ? | 4% | i
Cc1cc(C)nc(NS(=O)(=O)c2ccc(NC(=S)NC(=O)C(C)C)cc2)n1 | 3% | -20% | 0.1% | -1.2 | -1% | -9% | 32%[activator] | ? | i
O=c1[nH]c(Cn2nnc(-c3ccccc3)n2)nc2scc(-c3ccccc3)c12 | -7% | / | -0.3% | -1.9 | -3% | 2% | 2% | 1% | i
COc1ccc(N(C)C(=O)Cc2c(C(=O)O)n(C)c3ccccc23)cc1 | 12% | -13% | -0.5% | -0.2 | -31% | / | 0% | 8% | i
Fc1ccccc1N1CCN(c2nnc(C(F)(F)F)c3nnn(Cc4ccccc4)c23)CC1 | / | -6% | 0.0% | / | -8% | / | -15% | 10% | /
CC(C)CC(=O)OCc1cc(=O)n2nc(C3CCCCC3)sc2n1 | / | ? | 5.0% | / | -22% | 7% | -9% | -2% | i
CCCc1ccc(-c2ccc(C(=O)Oc3ccc(Br)cc3)cc2)nc1 | / | ? | 2.5% | / | -25% | 20% | -16% | 5% | i
O=C1/C(=C/c2ccc(F)cc2)CCC1C1CCCC1 (stereo not drawn) | 10% | 7% | 0.4% | -1.1 | 3% | 38% | 15% | 0% | i
O=C(NC(=S)Nc1cccnc1)c1cccc(Cl)c1 | 10% | / | 10% | -1.5 | -19% | / | ? | / | i
CCN1CCN(C(c2ccc(OC)cc2)c2c(O)cc(C)n(Cc3ccco3)c2=O)CC1 (stereo not drawn) | / | / | -1.2% | / | 8% | / | 42%[activator] | 0% | /
CCCCCCNC(=O)Cc1nc2nc(C)cc(C)n2n1 | 6% | / | -0.8% | -1.4 | 4% | -1% | -7% | -2% | i
Cc1ccc(S(=O)(=O)c2nnn3c2nc(N2CCN(c4ccccn4)CC2)c2ccccc23)cc1 | 6% | ? | 0.3% | 2.0 | 2% | / | 20% | 2% | i
CCCNC(=O)CCCN1C(=O)CCn2nc(-c3cccn3C)cc21 | / | / | 0.6% | / | 8% | -6% | -12% | -2% | i
